# ATXN2 expr inh = ATXN2 expression inhibition; HEK-293 ATXN2-luciferase reporter, luminescence, 24 h; Potency, µM (highest dose often 57 µM), for inactives: at the highest dose activity change, negative = inhibition, hits mostly inhibitors; hit rate 0.72% among 360,000; AID 1745845; note: % is set by controls: 0 for no effect and ±100 for the full control effect; nearly all actives have a fitted effect of over 55% in size
#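 ATXN2-luciferase reporter cells (luciferase flanked by upstream and downstream ATXN2 gene portions) were treated 24 h at 37 °C with compounds at up to 57 uM. SteadyGlo luminescence gave expression; GF-AFC fluorescence gave viability.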
# A549 viability = A549 cytotoxicity, counter-screen for Nrf2 inhibitors; AID 504648; Potency, µM (top dose mostly 46 µM), inactives show top-dose activity change, negative = cytotoxicity, most hits filed as inhibitors; hit rate 0.16% among 390,000; A549 ARE-Fluc cells, CellTiter-Fluor viability, 18-24 h; note: % is set by controls: 0 for no effect and ±100 for the full control effect
#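 Cytotoxicity counterscreen: CellTiter-Fluor fluorescence was measured in A549 ARE_Fluc cells after 18-24 h of compound exposure in a concentration series. The subsequent BugLite luminescent read reports ARE-luciferase activity.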
# TGFb SMAD3 inh = inhibitors of TGF-b signaling; HepG2 CAGA-GFP TGF-b/SMAD3 reporter, GFP fluorescence, 18 h; TGF-beta stimulated, 500 pg/mL final; Potency, µM (top dose mostly 46.1 µM), without a hit: at the top dose activity, negative = inhibition, usual class: inhibitors; hit rate 1.2% among 410,000; note: % is set by controls: 0 for no effect and ±100 for the full control effect; nearly all actives have a fitted effect of over 65% in size
#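 Read-out: total well GFP (ex488/em500-530) summed from mean per-cell fluorescence. Cells: HEPG2 CAGA-GFP, 1% FBS DMEM, 18 h at 37 degrees C with 500 pg/mL final TGF-beta. Unstimulated wells served as the full-inhibition control; stimulated DMSO wells = 0%.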
# EPAC2 antag = antagonists of human EPAC2; Q8WZA2; EPAC2 GEF exchange of Rap1B-BODIPY-GDP, fluorescence; Potency, µM (highest dose often 114 µM), without a hit: at the highest dose activity, negative = inhibition, actives largely listed as inhibitors; hit rate 0.18% among 360,000; note: % is set by controls: 0 for no effect and ±100 for the full control effect; nearly all actives have a fitted effect of over 45% in size; many of its hits are not listed in these tables
# Target sequence (Q8WZA2 whole entry, looked up): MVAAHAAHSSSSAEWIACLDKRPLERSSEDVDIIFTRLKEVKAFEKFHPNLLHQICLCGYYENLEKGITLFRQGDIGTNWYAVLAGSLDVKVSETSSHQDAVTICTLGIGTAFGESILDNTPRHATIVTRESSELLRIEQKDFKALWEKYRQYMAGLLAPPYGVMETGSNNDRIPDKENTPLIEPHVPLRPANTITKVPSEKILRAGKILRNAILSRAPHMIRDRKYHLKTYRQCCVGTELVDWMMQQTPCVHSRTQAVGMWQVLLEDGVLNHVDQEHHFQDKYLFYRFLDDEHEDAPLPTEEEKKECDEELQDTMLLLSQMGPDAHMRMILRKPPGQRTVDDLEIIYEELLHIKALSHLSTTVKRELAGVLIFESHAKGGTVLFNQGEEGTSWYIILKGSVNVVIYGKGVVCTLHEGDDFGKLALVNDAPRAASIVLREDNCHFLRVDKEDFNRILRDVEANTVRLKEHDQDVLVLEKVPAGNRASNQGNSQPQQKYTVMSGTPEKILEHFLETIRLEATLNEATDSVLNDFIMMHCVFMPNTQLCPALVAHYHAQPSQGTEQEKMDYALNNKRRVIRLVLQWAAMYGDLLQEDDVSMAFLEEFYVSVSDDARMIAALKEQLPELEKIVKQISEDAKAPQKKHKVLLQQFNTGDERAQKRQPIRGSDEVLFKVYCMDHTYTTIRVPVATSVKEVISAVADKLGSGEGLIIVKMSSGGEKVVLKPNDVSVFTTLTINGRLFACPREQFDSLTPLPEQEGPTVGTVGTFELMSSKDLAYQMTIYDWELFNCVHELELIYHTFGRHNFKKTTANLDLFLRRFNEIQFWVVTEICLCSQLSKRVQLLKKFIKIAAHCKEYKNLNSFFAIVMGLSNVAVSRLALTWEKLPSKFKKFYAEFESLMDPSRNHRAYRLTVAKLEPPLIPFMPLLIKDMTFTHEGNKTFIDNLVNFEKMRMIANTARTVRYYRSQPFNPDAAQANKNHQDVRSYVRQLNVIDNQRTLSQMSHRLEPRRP
# MCF10A rerep = inducers of DNA re-replication in MCF 10A breast cells | Potency, µM (top dose mostly 46.1 µM), for the others: at the highest dose activity, positive = re-replication, most hits filed as activators | MCF 10A DNA re-replication, Hoechst nuclear intensity, 48 h | hit rate 2.9% among 350,000; note: % of control where 0% means no effect; nearly all actives have a fitted effect of over 50% in size
# Nrf2 activator = activators of Nrf2 (ARE) signaling; AREc32 ARE-luciferase reporter (MCF7-derived line), luminescence, 24 h; hit rate 0.31% among 410,000; AID 624171; Potency, µM (highest dose often 46.1 µM), inactives show at the top dose activation, hits mostly activators; note: % of control where 0% means no effect; nearly all actives have a fitted effect of over 65% in size
#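 Steps: seed AREc32_Fluc cells (1000/well, 5% FBS OPTI-MEM); incubate overnight at 37 deg C; add 23 nL compound; incubate 24 hr; add Steady-Glo; hold 30 min RT; read luminescence.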
# HepG2 tox = counter-screen for TGF-b inhibitors: cytotoxicity in HepG2 cells; HepG2 CAGA-GFP viability, ATP luminescence, 18 h; Potency, µM (doses to about 46.1 µM), for the others: at the highest dose activity change, negative = cytotoxicity, most hits filed as cytotoxic; hit rate 0.76% among 410,000; AID 588856; note: some results filed as inactive show a strong effect at the top dose
#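 CellTiter-Glo luminescence gave cytotoxicity after 18 hours at 37 degrees C. The cells were HepG2 CAGA-GFP in 1% FBS DMEM, stimulated with 500 pg/mL TGF-beta after compound addition. %Activity was normalised to no-cell wells (complete cell-killing) and DMSO (no toxicity), and curves were fitted and classified.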
# S2 tox = cell viability loss in ATXN counter-screen; S2 cells (HEK-293 line with an ATXN2-luciferase reporter) viability, CellTiter-Fluor protease fluorescence, 24 h; Potency, µM (titrated, usually from 56.7 µM), hits mostly cytotoxic; hit rate 0.49% among 400,000; AID 651635; note: nearly all actives have a fitted effect of over 40% in size
# Nrf2 block = blocks Nrf2 signaling; hit rate 2.1% among 360,000; A549 ARE-Fluc reporter, luciferase luminescence, 18-24 h; Potency, µM (titrated, usually from 46 µM), without a hit: top-dose activity change, negative = inhibition, hits mostly inhibitors; AID 504444; note: % is set by controls: 0 for no effect and ±100 for the full control effect; nearly all actives have a fitted effect of over 60% in size
#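 Quantitative HTS in A549 cells stably bearing an antioxidant response element-firefly luciferase construct. Inhibition of Nrf2-driven transcription was scored by luminescence after 18-24 h of compound exposure at 37 °C.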
# Active calls of the source: *; i = inactive; ? = inconclusive; nt = no result given; [ ] = remark or other dose. Calls come from the whole dose curve; as a rule, active = well fitted curve in the direction sought with a large enough effect; inconclusive = small, poorly fitted or top-dose-only effect, or another doubt; inactive = no such curve, though single readings can be large; an effect the other way counts as inactive or inconclusive. Potency is the fitted concentration of half-maximal effect.
# Each structure is followed by: TGFb SMAD3 inh	A549 viability	S2 tox	MCF10A rerep	Nrf2 activator	ATXN2 expr inh	Nrf2 block	HepG2 tox	EPAC2 antag
COc1ccc(OC)c(NC(=O)c2ccc3c(=O)n(CCc4ccccc4)c(=S)[nH]c3c2)c1
    -6%	-13%	?	26%	0.0%	-18%	-19%	-23%	-2%
Cc1nnsc1SCCNC(=O)c1ccc(F)cc1
    2%	-9%	?	-3%	0.3%	4%	11%	-3%	4%
Cc1ccc(S(=O)(=O)[N-]c2nc3ccccc3nc2-n2cc[n+](CCC(C)C)c2)cc1
    ?	9%	i	-15%	0.1%	8%	?	-14%	12%
CC(=O)Nc1cccc(Nc2nc3ccccc3n3c(C)nnc23)c1
    -3%	0%	i	nt	0.3%	6%	?	-31%	nt
O=C(COc1ccc(F)cc1)Nc1nnc(S(=O)(=O)N2CCc3ccccc32)s1
    13µM*	4%	i	nt	4.1%	-5%	11%	-29%	nt
CCOc1ccccc1N1CCN(C(=O)c2cc(-c3cc(OC)ccc3OC)nc3ccccc23)CC1
    -5%	-7%	i	?	2.7%	-23%	21µM*	-32%	-2%
O=C(Nc1ccc2c(c1)nc1n2CCOC1)c1ccco1
    -12%	12%	i	-2%	-0.5%	-4%	?	-2%	10%
Cc1ccc(C)c(NC(=O)COC(=O)CCNC(=O)c2ccco2)c1
    8%	-1%	i	-3%	0.3%	10%	-8%	2%	2%
Cc1nc(-c2ccccc2)sc1C(=O)Nc1ccccc1F
    -2%	3%	i	2%	?	26%	?	-7%	-7%
O=S(=O)(Nc1nc2ccccc2nc1Cl)c1cccc(C(F)(F)F)c1
    ?	1%	i	16µM*	11%	?	?	-27%	-28%
O=C(CCCSc1nc2ccccc2[nH]1)NCc1ccccc1
    -4%	0%	i	-1%	0.3%	5%	6%	8%	10%
COc1ccc(C(CNC(=O)C(C)c2ccc3cc(OC)ccc3c2)N(C)C)cc1 (configuration not stated)
    -23%	0%	i	0%	3.1%	-5%	4%	-17%	2%
O=C(O)CSCCc1ccccn1
    -3%	4%	i	-13%	-0.7%	-3%	1%	8%	6%
COCCn1c(=O)[nH]c(=O)c2c1nc(-c1cc(Br)c3c(c1)OCO3)n2Cc1ccccc1
    -1%	2%	i	?	6.4%	31%[activator]	-13%	5%	-2%
Cc1cc(C(=O)N2CCCC(N3CCN(c4ccc(F)cc4)CC3)C2)c(C)o1 (configuration not stated)
    -19%	-8%	i	3%	0.5%	-23%	?	-9%	-4%
CCC1C(=O)NCCN1C(=O)c1ccc2nc(Cc3cccc(Cl)c3)oc2c1 (configuration not stated)
    0%	10%	i	-1%	-0.4%	8%	-24%	-32%	8%
COc1ccc(OCC(=O)Nc2ccc(N3CCOCC3)c(Cl)c2)cc1
    2%	-2%	i	-3%	-0.8%	-6%	20%	4%	8%
CCS(=O)(=O)N1CC(=O)N(c2cccc(Cl)c2C)C(C)(C(=O)NC2CCCCC2)C1 (configuration not stated)
    ?	-3%	nt	nt	-0.5%	nt	6%	-1%	nt
CC(C)n1cnc2c(NCc3ccccc3)cc(Cc3ccc(F)cc3)cc21
    ?	-22%	?	23%	7.2%	-29%	?	-88%	-30%
Cc1ccc(NC(=O)Nc2ccc(F)cc2)nc1
    1%	-8%	?	1%	5.6%	54%[activator]	18%	-5%	15%

# 8 of these compounds in another layout:
Structure | TGFb SMAD3 inh | A549 viability | S2 tox | MCF10A rerep | Nrf2 activator | ATXN2 expr inh | Nrf2 block | HepG2 tox | EPAC2 antag
Cc1nnsc1SCCNC(=O)c1ccc(F)cc1 | 2% | -9% | ? | -3% | 0.3% | 4% | 11% | -3% | 4%
Cc1ccc(S(=O)(=O)[N-]c2nc3ccccc3nc2-n2cc[n+](CCC(C)C)c2)cc1 | ? | 9% | i | -15% | 0.1% | 8% | ? | -14% | 12%
CC(=O)Nc1cccc(Nc2nc3ccccc3n3c(C)nnc23)c1 | -3% | 0% | i | nt | 0.3% | 6% | ? | -31% | nt
O=C(COc1ccc(F)cc1)Nc1nnc(S(=O)(=O)N2CCc3ccccc32)s1 | 13µM* | 4% | i | nt | 4.1% | -5% | 11% | -29% | nt
CCOc1ccccc1N1CCN(C(=O)c2cc(-c3cc(OC)ccc3OC)nc3ccccc23)CC1 | -5% | -7% | i | ? | 2.7% | -23% | 21µM* | -32% | -2%
O=C(Nc1ccc2c(c1)nc1n2CCOC1)c1ccco1 | -12% | 12% | i | -2% | -0.5% | -4% | ? | -2% | 10%
Cc1ccc(C)c(NC(=O)COC(=O)CCNC(=O)c2ccco2)c1 | 8% | -1% | i | -3% | 0.3% | 10% | -8% | 2% | 2%
Cc1nc(-c2ccccc2)sc1C(=O)Nc1ccccc1F | -2% | 3% | i | 2% | ? | 26% | ? | -7% | -7%

# Going on with the list.
# Each structure is followed by: TGFb SMAD3 inh	A549 viability	S2 tox	MCF10A rerep	Nrf2 activator	ATXN2 expr inh	Nrf2 block	HepG2 tox	EPAC2 antag
O=C(C(Br)=Cc1ccccc1)c1ccccc1
    10µM*	-2%	?	16µM*	?	20µM*	11%	-96%	-6%
CC(=O)Nc1ccc(NC(=O)COc2ccccc2C(=O)Nc2cccc(Cl)c2Cl)cc1
    -3%	-2%	i	?	-0.5%	4%	2%	-12%	-1%
O=C(CNC(=O)Cc1ccccc1)NCC(=O)OCC(=O)c1ccccc1Cl
    0%	-1%	i	-5%	-0.6%	1%	nt	0%	19%
CC(C)(C)C(=O)Nc1nc2ccc(S(C)(=O)=O)cc2s1
    5%	0%	i	-12%	4.7%	36%[11.3 µM]	?	3%	0%
COc1ccc(CNC(=O)C2CCN(c3nc(OC)nc(OC)n3)CC2)cc1
    1%	15%	i	-6%	-0.7%	-5%	-3%	1%	11%
Cc1ccc(Nc2nc(Cl)nc(N(C)C#N)n2)cc1
    0%	-4%	i	?	?	-7%	12%	-59%	-1%
O=C(Cn1cnc2c(nnn2-c2ccc(F)cc2)c1=O)NCc1ccco1
    -6%	-4%	i	2%	0.3%	5%	6%	-12%	12%
CC(C)c1nnc(NC(=O)CCC(=O)N2CCC(Cc3ccccc3)CC2)s1
    -17%	-1%	i	6%	0.7%	-20%	8%	-24%	-8%
CCCCN1CCNC[C@H]1Cc1ccc(O)cc1
    -6%	2%	i	1%	0.1%	-8%	0%	2%	16%
N#C/C(=C(/O)c1ccccc1F)c1nc2cc(C(F)(F)F)ccc2s1
    ?	?	i	?	1.2%	nt	-15%	-56%	?
CCC(=O)c1ccc(N2CCN(C(=O)c3ccc(Br)cc3)CC2)c(F)c1
    -5%	-17%	i	4%	0.3%	-6%	?	-7%	-12%
O=C1/C(=C\c2ccc(O)cc2)SC(=S)N1/N=C/c1ccc(O)cc1
    12%	2%	i	?	8.5%	9%	7%	-22%	2%
O=C(c1cccnc1)N1CCN(Cc2ccccc2Br)CC1
    ?	1%	i	1%	-0.1%	-9%	6%	29%	-2%
CC(C)(C)c1ccc(C(=O)NCC(=O)OCc2ccc([N+](=O)[O-])cc2)cc1
    -18%	18%	i	-8%	-0.3%	-10%	12%	-84%	7%
Cc1cccn2c(CN(C)CC3Cc4ccccc4O3)c(C(=O)N3CCCCC3)nc12 (configuration not stated)
    18%	-4%	i	-1%	0.0%	-5%	-2%	-2%	5%
NS(=O)(=O)c1ccc(NN=C2CCN(Cc3ccccc3)CC2)c([N+](=O)[O-])c1
    -3%	2%	i	-7%	0.4%	-3%	0%	5%	-1%
O=C1NC[C@H](c2ccccc2)N(CCCCC2CCCCC2)C1=O
    nt	nt	i	nt	0.2%	0%	nt	nt	8%
COc1ccc(S(=O)(=O)N2CCOCC2)cc1C(=O)N(C)Cc1ccccc1F
    -18%	6%	i	-3%	-0.2%	nt	9%	-12%	12%
Cc1cccn2c(=O)c3cc(C#N)c(=N)n(CCCN4CCOCC4)c3nc12
    -9%	-8%	i	?	0.0%	-20%	0%	8%	7%
COc1cc(C2CC(=O)Nc3c2c(C)nn3-c2nncc(-c3ccc(C)cc3)n2)cc(OC)c1OC (configuration not stated)
    ?	6%	i	nt	4.0%	-12%	?	-27%	nt
O=C(CCSc1ccccn1)Nc1ccc(Br)cc1
    4%	2%	i	11%	3.2%	28%	?	6%	-18%
COc1c(Cl)ccc(Cl)c1C(=O)NC(=S)N1CCOCC1
    0%	5%	i	0%	0.2%	2%	0%	1%	-2%
Cc1ccc(C(=O)O/N=C(\N)c2nonc2N)cc1
    13%	-3%	i	-1%	3.9%	15%	3%	-5%	5%
N#Cc1ncc(Cl)c2ccccc12
    -16%	11%	i	-7%	1.3%	nt	4%	16µM*	4%
CCN(CC)c1nc(Nc2ccc(Cl)cc2)nc(OCC#N)n1
    ?	-13%	i	?	0.8%	-25%	?	-62%	-3%
CC(=NCCN1CCNCC1)C1=C(O)CC(C)(C)CC1=O
    12%	5%	i	-13%	-0.7%	0%	3%	4%	15%
CCOC(=O)C(C)Sc1nnc2n1C(C)(C)Cc1ccccc1-2 (configuration not stated)
    ?	8%	i	1%	-0.6%	4%	1%	-4%	22%
CCOC(=O)c1ccc(NC(=O)Oc2ccccc2)cc1
    -8%	-13%	i	14%	0.2%	20%	-3%	-10%	-1%
NC(=O)c1nsc(C(=O)N(CC(=O)NC2CCCC2)c2cccc(C(F)(F)F)c2)c1N
    16%	2%	i	15µM*	-0.1%	-5%	-17%	4%	-4%
O=C(Nc1nc2c(F)c(F)c(F)cc2s1)c1ccco1
    10%	1%	i	17%	?	74%[activator]	?	4%	1%
COc1ccc2[nH]c(=O)c(C(c3nnnn3C3CCCC3)N(C)C3CCCCC3)cc2c1 (configuration not stated)
    -4%	-7%	i	14%	0.2%	-6%	-14%	7%	-15%[57.1 µM]
CCN(CC)CCNC(=O)c1cc2c(=O)[nH]c3ccc(C)cc3c2s1
    12%	2%	i	nt	0.2%	2%	0%	-9%	nt
COc1cc(C(=O)Nc2cccc(C(C)=O)c2)cc(OC)c1OC
    13%	0%	i	-2%	4.6%	14%	5%	-7%	1%

# An excerpt; the hit share may differ from the screen's.
